Screens from PubChem.
OXTR potentiate: potentiates the human oxytocin receptor response; P30559; CHO-OTR cells, Fluo-8 calcium fluorescence, potentiator mode; 0% = oxytocin EC15, 100% = EC100; activation, % at 3 µM; 320,000 tested, 0.061% active;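 active = activation above that plate's cutoff, the mean activation of tested compounds plus 3 SD, cut at about 6.6% in these data, passing the limit was not always enough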;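 also: 100% uses oxytocin at 75 nM as the full agonist control; some results filed as inactive read as strong as hits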
Target sequence (P30559 whole entry, looked up): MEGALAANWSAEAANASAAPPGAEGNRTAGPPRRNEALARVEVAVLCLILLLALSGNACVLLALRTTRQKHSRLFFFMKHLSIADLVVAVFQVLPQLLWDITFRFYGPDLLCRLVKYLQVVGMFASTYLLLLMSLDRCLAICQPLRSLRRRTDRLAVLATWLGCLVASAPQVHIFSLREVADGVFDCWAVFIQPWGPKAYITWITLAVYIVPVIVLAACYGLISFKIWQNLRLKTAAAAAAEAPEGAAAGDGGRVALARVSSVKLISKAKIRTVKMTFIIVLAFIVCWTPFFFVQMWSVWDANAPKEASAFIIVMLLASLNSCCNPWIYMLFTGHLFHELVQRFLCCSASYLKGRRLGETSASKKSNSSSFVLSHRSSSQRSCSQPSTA
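Assay system: CHO cell line stably expressing human OTR. Reagent: EC15 oxytocin agonist. Dosing: single dose, 3.0 µM nominal final compound concentration. Timing: compound 6 min at room temperature before oxytocin, 100 s read. Signal: kinetic Fluo-8 calcium fluorescence. Controls: oxytocin EC15 low and EC100 high.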
CHO parental Ca: counter-screen for OX1R antagonists: effect in parental CHO cells; 330,000 tested, 0.63% active; parental CHO-K1, ATP-induced calcium, Fluo-8 fluorescence; AID 463079; inhibition, % at 5.6 µM;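 active = inhibition above that plate's mean sample inhibition plus 3 SD, cut at about 26% in these data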;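 also: 0% = ATP-challenged DMSO wells and 100% = DMSO wells without ATP; some compounds past the cut are filed as inactive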
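Test system: untransfected parental CHO cell line; also added: ATP stimulus; dosing: 5.6 µM, single dose; signal: calcium-sensitive Fluo-8 fluorescence; measure: percent inhibition of ATP-evoked calcium rise, normalized to controls; benchmarks: low control ATP plus DMSO, high control DMSO only; replication: one well per compound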
CHRM4 antagonist: blocks acetylcholine activation of human M4 receptor. P08173. CHO-hM4 cells, ACh EC80, Fluo-8 calcium fluorescence. inhibition, % at 3 µM. 360,000 tested, 0.73% active. AID 624125;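 active = inhibition above its plate's cutoff, the mean inhibition of sample wells plus 3 SD, cut at about 27% in these data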;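 also: 0% = acetylcholine EC80 with DMSO and 100% = DMSO without agonist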
CHO-K1 Ca antag: counter-screen for M1 antagonists: effect in parental CHO-K1 cells; 360,000 tested, 0.6% active; ATP-induced calcium, Fluo-8 fluorescence; inhibition, % at 3 µM;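 active = inhibition above a per-plate cutoff, the plate's mean sample inhibition plus 3 SD, cut at about 24% in these data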;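 also: 0% = DMSO plus EC80 ATP and 100% = DMSO alone without ATP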
CHRM1 PAM: potentiates human M1 receptor response to acetylcholine. CHO-K1 hM1, Fluo-8 calcium fluorescence, ACh EC20; 0% = ACh EC20, 100% = maximal ACh. 360,000 tested, 0.088% active. P11229. activation, % at 3 µM; in the data active = activation above about 19%, passing the limit was not always enough
Target sequence (P11229 whole entry, looked up): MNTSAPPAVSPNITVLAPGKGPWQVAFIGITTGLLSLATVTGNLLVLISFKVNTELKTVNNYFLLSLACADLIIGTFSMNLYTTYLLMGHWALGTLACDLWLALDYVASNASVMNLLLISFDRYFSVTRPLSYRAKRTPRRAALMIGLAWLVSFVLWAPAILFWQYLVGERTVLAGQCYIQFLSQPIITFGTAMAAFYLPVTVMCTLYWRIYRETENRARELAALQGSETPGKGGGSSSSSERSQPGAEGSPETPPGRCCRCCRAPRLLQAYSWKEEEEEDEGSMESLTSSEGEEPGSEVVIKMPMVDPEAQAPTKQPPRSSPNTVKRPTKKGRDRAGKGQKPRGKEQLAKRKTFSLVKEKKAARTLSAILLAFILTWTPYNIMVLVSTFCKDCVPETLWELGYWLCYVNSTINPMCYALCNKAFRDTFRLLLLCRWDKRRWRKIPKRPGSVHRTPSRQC
M1 antag: human CHRM1 antagonism. P11229. CHO-K1 hM1, Fluo-8 calcium fluorescence, ACh EC80 antagonist. inhibition, % at 3 µM. 360,000 tested, 1.3% active. AID 588852;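 active = percent inhibition above its own plate's cutoff, namely the mean of that plate's compound wells plus 3 SD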;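 also: peak over basal fluorescence ratio during 140 s after agonist addition; 0% = ACh EC80 plus DMSO and 100% = DMSO alone without agonist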
M1 ag parental: M1 agonist counterscreen hit in parental CHO-K1 cells | Fluo-8 calcium fluorescence; scaled to maximal ATP response, vehicle zero | activation, % at 3 µM | 360,000 tested, 0.48% active | AID 602248; in the data active = activation above about 15%;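 also: untransfected CHO-K1 host cells lacking M1 receptor as counterscreen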
M4 ag: CHRM4 agonism in calcium assay; P08173; CHO-K1 hM4/Gqi5, Fluo-8 calcium fluorescence; vehicle 0%, full acetylcholine response 100%; activation, % at 3 µM; 360,000 tested, 0.14% active; AID 624127;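 active = activation above the run mean over all test wells plus 3 SD, cut at about 32% in these data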;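 also: peak over basal fluorescence ratio per well then scaled between controls; 0% = DMSO wells and 100% = acetylcholine at EC100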
CHRM1 agonist: activates human CHRM1 receptor; P11229; CHO-K1 hM1, Fluo-8 calcium fluorescence, agonist mode; 0% DMSO, 100% acetylcholine EC100; activation, % at 3 µM; 360,000 tested, 0.33% active; AID 588814;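 active = activation above the run's mean compound activation plus 3 SD, cut at about 16% in these data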;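 also: peak over basal fluorescence ratio within a 140 s kinetic read after compound addition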
The depositor's hits bear a star; / = not tested or not shown.

Start of the listing, in advance:
SMILES	OXTR potentiate	CHO parental Ca	CHRM4 antagonist	CHO-K1 Ca antag	CHRM1 PAM	M1 antag	M1 ag parental	M4 ag	CHRM1 agonist
COc1ccc(C(CCN2CCN(c3ccccc3)CC2)c2c(O)cc(OC)cc2OC)cc1 (stereo not given)	-5	-4	9	3	2	8	0.3	3	-4
CCN(C(=O)COC(=O)CCC(=O)c1cccs1)c1c(N)n(Cc2ccccc2)c(=O)[nH]c1=O	-2	-2	2	9	10	-14	0.8	1	-2

This part in full, from the start:
SMILES	OXTR potentiate	CHO parental Ca	CHRM4 antagonist	CHO-K1 Ca antag	CHRM1 PAM	M1 antag	M1 ag parental	M4 ag	CHRM1 agonist
COc1ccc(C(CCN2CCN(c3ccccc3)CC2)c2c(O)cc(OC)cc2OC)cc1 (stereo not given)	-5	-4	9	3	2	8	0.3	3	-4
CCN(C(=O)COC(=O)CCC(=O)c1cccs1)c1c(N)n(Cc2ccccc2)c(=O)[nH]c1=O	-2	-2	2	9	10	-14	0.8	1	-2
Cc1cc2oc(=O)cc(CN3CCN(C/C=C/c4ccccc4)CC3)c2cc1O	-10	6	-27	7	-4	5	1.9	19	9
CC(C)CNc1ncnc2c1ncn2[C@H]1CN(C2CCCC2)C[C@@H](CO)O1	/	/	7	-8	0	0	0.8	0	-4
CN(C)S(=O)(=O)c1ccc(N2CCCC2)c(C(=O)Nc2ccc(F)cc2F)c1	-10	-2	-14	6	-4	3	0.3	3	-5
O=C(C1CCCCC1)N1CCC2CC1c1cc(-c3ccc4c(c3)OCO4)ccc12 (stereo not given)	/	/	-2	16	-18	35*	4.0	1	-5
O=C1CCC(C(=O)N2CCC(CO)(Cc3ccc(Cl)cc3)CC2)=NN1	1	-11	-4	-10	7	-5	0.3	1	-5
COc1ccc(/C=C/C(=O)NC(=S)NNC(=O)c2cc(OC)c(OC)c(OC)c2)cc1OC	-8	-13	1	5	3	-3	5.2	8	1
COC(=O)c1ccc(N=NNc2ccc(C(=O)OC)cc2)cc1	-5	0	-14	-6	3	2	0.3	2	-5
CC1CCC2(CC1)NC(=O)N(CC(=O)c1ccc[nH]1)C2=O (stereo not given)	0	-21	-3	-16	-2	-3	0.3	1	-3
CC(c1ccon1)N(C)C(=O)CCc1nnc(CCCCc2ccccc2)o1 (stereo not given)	-4	-17	-1	-8	6	-1	1.8	3	-1
CCOc1cc(N2CCOCC2)c(OCC)cc1NC(=O)COC(=O)COc1ccc(C#N)cc1	-4	0	-5	3	3	-3	1.7	4	-1
O=C(c1cccc([N+](=O)[O-])c1)N1CCN(c2n[nH]c(=O)[nH]c2=O)CC1	-6	-6	-2	-8	7	-4	0.8	1	-1
COc1ccc(CC(=O)OCC(=O)Nc2ccc3c(c2)OCCO3)cc1OC	-1	-3	1	4	3	-9	-0.3	0	-3
COC(=O)N/N=C/c1cc(Cl)cc(Cl)c1OCc1ccc(F)cc1	-11	-14	12	1	0	9	-0.2	0	-4
Cc1cccc(C)c1NC(=O)c1cc(-c2ccccn2)nc2ccccc12	1	-15	-10	-8	5	0	4.3	17	1
CC(=NNC(=S)N1CCN(c2ccccn2)CC1)c1ccccn1	/	/	10	-9	-2	1	0.1	8	-8
COc1cccc(CC2(CO)CCCN(Cc3cn(C)c4ccccc34)C2)c1 (stereo not given)	-9	-13	-1	0	-7	1	2.6	6	-9
CCCSc1ccc([C@@H]2[C@@H]3C(=O)N(C)C(=O)[C@@H]3[C@]3(C(=O)OC)CCCCN23)cc1OC	-18	-23	11	-4	-1	6	-0.4	0	-5
Cc1ccc(C(=O)OCC(=O)Nc2cc(S(=O)(=O)N3CCOCC3)ccc2C)cc1	-4	-17	-4	-16	7	-6	2.0	2	-4
O=C(Nc1ccc(F)cc1)C1CCCN1S(=O)(=O)c1cccc2nsnc12 (stereo not given)	-11	-2	9	-11	13	-28	0.2	1	-4
O=C(C1CCOCC1)N1CCCC(N2CCN(c3cccc(C(F)(F)F)c3)CC2)C1 (stereo not given)	-1	0	4	-6	5	-11	0.3	0	-5
C=CCC(CC=C)(NC(=O)c1cccc(C)c1)c1ccccc1	-1	-26	-4	-11	-5	5	0.2	-2	-5
COc1cccc(-c2cc(C(=O)NCCCN3CCOCC3)no2)c1	1	-13	-9	-12	6	-10	0.8	2	-2
O=C(O)Cn1cnc2c(=S)nc[nH]c21	8	-8	11	-12	10	-20	0.6	0	-1
Remaining list, next part:
SMILES	OXTR potentiate	CHO parental Ca	CHRM4 antagonist	CHO-K1 Ca antag	CHRM1 PAM	M1 antag	M1 ag parental	M4 ag	CHRM1 agonist
COCCOC(=O)N1CCCCC1c1cc(C(=O)NCc2ccc(Cl)c(Cl)c2)no1 (stereo not given)	/	/	-5	-7	-3	-9	1.1	7	-7
COc1ccc(-c2cc(-c3cc(C)ccc3O)[nH]n2)cc1	-6	-18	1	12	2	-5	-0.1	1	-11
COc1ccc(-c2ccc(CCC(=O)O)n2-c2ccccc2OC)cc1	1	7	3	1	10	-12	4.3	1	-2
COc1ccc(S(=O)(=O)NCC(=O)N(CC(=O)NC(C)(C)C)Cc2cccs2)cc1	-8	-10	-1	1	15	-16	-0.1	2	1
COc1ccc(Cl)cc1N(CC(=O)Nc1ccccc1C(=O)N1CCOCC1)S(C)(=O)=O	-5	-8	5	-10	7	-4	0.8	0	-2
O=[N+]([O-])c1ccc(NC(=S)N2CCOCC2)cc1	-2	1	4	7	2	-1	1.6	2	-7
CC1=NN(C(=O)c2ccc(C)o2)C(O)(c2ccccc2)C1 (stereo not given)	0	-10	-3	-9	-3	-7	2.3	0	-8
O=C(c1ccc(F)cc1)C1CCN(C(=O)c2c(F)cccc2F)CC1	-7	-15	8	-3	5	-9	1.7	2	-3
COc1ccc(-c2nc3c(Br)c(N)c(Br)cc3o2)cc1	-5	-18	27*	-12	3	-12	-0.4	1	-3
COc1ccc(NS(=O)(=O)c2ccc(NC(C)=O)cc2)nn1	-4	-9	-3	-1	20	-20	-0.1	0	-1
Cc1ccc(OC(C)C(=O)Nc2ncc(Cl)cc2Cl)c([N+](=O)[O-])n1 (stereo not given)	0	-22	-3	-14	0	-10	0.0	2	-7
CCCC(c1nnnn1C(C)(C)CC)N1CCN(C(=O)c2ccco2)CC1 (stereo not given)	2	12	2	-11	7	0	0.2	2	-2
Cc1noc(C)c1COc1ccc(C(=O)OCC(=O)NC23CC4CC(CC(C4)C2)C3)cc1	-22	-12	6	22	-4	-1	11	7	-3
COc1cc(NC(=O)C2CCCN(S(=O)(=O)c3ccc4c(c3)oc(=O)n4C)C2)cc(OC)c1 (stereo not given)	-7	-5	-1	-7	-5	2	0.1	0	-6
Cc1nn(-c2ccccc2)c(Cl)c1C(=O)Nc1nnc(C2CCCCC2)s1	-4	-16	-2	8	8	-11	-0.2	1	-1
COC(=O)c1ccccc1SCC(=O)Nc1ccc(N2CCOCC2)cc1	-5	-5	7	-2	-2	5	-0.1	1	-3
COc1cccc(C(=O)N2CCN(C3CCN(Cc4ccccc4)CC3)CC2)c1OC	0	-6	-4	-8	1	-3	0.9	1	-7
COC(=O)c1ccc(C2/C(=C(/O)c3ccc4c(c3)CC(C)O4)C(=O)C(=O)N2Cc2cccnc2)cc1 (stereo not given)	-16	9	-11	-8	-3	8	0.3	2	0
Cc1nc2ccccc2n1CCCOc1ccccc1	-10	-9	2	8	-5	-6	4.7	8	0
Cc1cc(C)c(C(=O)CN2C(=O)NC3(CCCCC3)C2=O)cc1C	13	-16	12	6	7	-10	-0.4	-1	-5
O=C(COc1ccc(Cl)cc1)Nc1ccc2c(c1)OCO2	-1	1	-13	-4	5	-8	0.5	2	-2
O=c1c([N+](=O)[O-])c(N2CCCCCC2)c2ccccc2n1-c1ccccc1	-8	-8	3	-9	5	-6	0.3	0	-3
CC1CN(c2nnc(NC(=O)c3ccccc3)s2)CC(C)O1 (stereo not given)	-6	-26	-10	-6	8	-10	0.2	1	-2
CS(=O)(=O)N1CCC(C(=O)Nc2ccccc2Cl)CC1	/	/	-4	-12	2	-5	0.2	1	-1
CCOc1ccccc1N1CC(C(=O)NCCC2=CCCCC2)CC1=O (stereo not given)	/	/	-19	-9	2	-1	-0.3	3	-4
(cont.)
SMILES	OXTR potentiate	CHO parental Ca	CHRM4 antagonist	CHO-K1 Ca antag	CHRM1 PAM	M1 antag	M1 ag parental	M4 ag	CHRM1 agonist
Cc1csc(-c2coc3cc(O)cc(C)c3c2=O)n1	-6	-4	3	5	-2	3	1.2	2	0
O=C(Nc1cc(C(F)(F)F)ccc1N1CCOCC1)c1ccncc1	-7	-9	7	-10	0	4	-0.1	1	-3
Cc1cc(C)c(C)c(S(=O)(=O)NCCCN2CCOCC2)c1C	4	-14	-6	5	2	-2	-0.2	1	-4
CCCn1nnc(NC(=O)/C=C/c2ccccc2)n1	-4	-10	3	-11	8	-14	0.3	2	-3
O=C(NCCN1CCN(c2ccccc2Cl)CC1)Nc1ccccc1	-8	-8	5	2	6	-13	0.5	1	-6
Nc1nc(Nc2ccccc2)nc(C(F)(F)F)n1	-14	1	6	17	2	4	-0.1	0	-4
CC1(c2ccc(OCC#N)cc2)C=C(c2ccc(OCC#N)cc2)n2nc(C(F)(F)F)nc2N1 (stereo not given)	-6	3	-8	-13	-22	0	0.6	1	-11
CCN1CCCC(NC(=O)c2scc3c2CCCC3)C1 (stereo not given)	-10	-12	5	2	3	-4	-0.4	2	-10
O=C(CCn1c(=O)[nH]c2ccsc2c1=O)N1CCN(c2ccc([N+](=O)[O-])cc2)CC1	-11	-14	-9	-14	16	-19	1.2	4	-3
COC(=O)c1ccc(CN2CCC(Oc3ccc(C(=O)N4CCCCC4)cc3)CC2)cc1	-3	-17	62*	-9	-22	97*	3.5	3	-4
COc1cccc(Nc2nc(C(N)CC(C)C)cs2)n1 (stereo not given)	/	/	-14	-3	13	-12	2.8	11	4
CCOc1ccccc1/C=N/NC(=O)C[n+]1ccccc1	1	-8	7	-8	0	9	0.6	0	-8
CCN(CC)c1ncnc2scc(C3COc4ccccc4O3)c12 (stereo not given)	-10	-8	-4	-8	-2	1	-0.1	0	-3
CCOC(=O)[C@]12Cc3c(cc(OC)c(OC)c3OC)[C@H]1N(C1CCCCC1)C(=O)c1cc(OC)ccc12	/	/	5	-1	/	/	2.2	0	/
O=C(Cc1cccc(NC(=O)C2CCN(C(=O)C3CCC3)CC2)c1)Nc1cccc(C(=O)N2CCCCC2)c1	/	/	4	-5	2	-6	-0.1	0	-4
O=C(c1ccccc1Oc1ccccc1)N1CCN(c2ccccc2)CC1	-20	0	-9	-13	1	-5	1.9	5	-3
COc1ccc(C(=O)CCC(=O)NC2=NCCS2)cc1	-6	0	-16	-13	-3	4	-0.1	-1	-5
O=C(Nc1ccc(Cc2ccncc2)cc1)C1CCC(N2C(=O)C3C4C=CC(C4)C3C2=O)CC1 (stereo not given)	-8	-8	-1	2	-11	-10	18*	24	6
O=C(NCc1ccccc1)C1CCCN(c2cnccn2)C1 (stereo not given)	-8	-10	0	-9	-4	7	0.5	0	-2
CCCCn1c(N)c(N(CCOC)C(=O)CSc2nnc(-c3ccc(C(C)(C)C)cc3)n2N)c(=O)[nH]c1=O	-12	-16	-7	-10	4	-5	0.9	1	-2
COc1ccc(Cl)cc1NC(=O)Cc1c(F)cccc1Cl	-6	-7	6	2	4	-8	-0.4	-2	-8
